Source: PubChem (National Center for Advancing Translational Sciences (NCATS))
TRHR ag = agonists of human TRH receptor. P34981. TRHR cells, calcium flux fluo-8, FDSS agonist mode. activation, % at 2 µM. actives 0.18% (n = 360,000). AID 493084; in the data active means activation above about 30%; further: 0% is about no effect
Target sequence (P34981 whole entry, looked up): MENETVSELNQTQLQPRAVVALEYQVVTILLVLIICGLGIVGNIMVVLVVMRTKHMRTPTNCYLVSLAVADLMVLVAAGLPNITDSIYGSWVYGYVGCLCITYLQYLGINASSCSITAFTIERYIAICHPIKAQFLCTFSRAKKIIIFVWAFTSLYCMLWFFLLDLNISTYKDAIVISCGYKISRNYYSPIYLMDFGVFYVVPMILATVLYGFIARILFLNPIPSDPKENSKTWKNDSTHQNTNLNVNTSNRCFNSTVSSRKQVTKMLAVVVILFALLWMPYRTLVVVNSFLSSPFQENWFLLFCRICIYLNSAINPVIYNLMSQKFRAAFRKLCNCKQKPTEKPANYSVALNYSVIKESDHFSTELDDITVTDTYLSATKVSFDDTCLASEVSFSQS
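TRHR-expressing cells, plated overnight in medium with 10% serum, were loaded with fluo-8 calcium dye at room temperature. After a 10 s baseline, library compound was pin-added and calcium release was recorded kinetically (ex 480/em 530) as agonist response.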
POLI inh = DNA polymerase iota (human) inhibition; Q9UNA4; Pol iota fluorescent replication assay, 10 min; Potency, µM (titrated, usually from 115 µM), for inactives: at the top dose activity, negative = inhibition, usual class: inhibitors; actives 1% (n = 390,000); AID 588590; further: potency means the concentration at half of the fitted maximal effect
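Pol iota at 10 nM preincubated 15 min with compounds at room temperature; reaction started with fluorescent substrate, 50 nM final. Fluorescence read kinetically at 0 and 10 min; buffer-only wells as negative control.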
12-LOX inh = ALOX12 (human) lipoxygenase inhibition | P18054 | purified 12hLO, xylenol orange hydroperoxide absorbance | Potency, µM (doses to about 108 µM), without a hit: top-dose activity change, negative = inhibition, most hits filed as inhibitors | actives 1.1% (n = 580,000); further: potency means the concentration at half of the fitted maximal effect; on the % scale 0 is the no-effect control and ±100 the full control effect
Target sequence (P18054 whole entry, looked up): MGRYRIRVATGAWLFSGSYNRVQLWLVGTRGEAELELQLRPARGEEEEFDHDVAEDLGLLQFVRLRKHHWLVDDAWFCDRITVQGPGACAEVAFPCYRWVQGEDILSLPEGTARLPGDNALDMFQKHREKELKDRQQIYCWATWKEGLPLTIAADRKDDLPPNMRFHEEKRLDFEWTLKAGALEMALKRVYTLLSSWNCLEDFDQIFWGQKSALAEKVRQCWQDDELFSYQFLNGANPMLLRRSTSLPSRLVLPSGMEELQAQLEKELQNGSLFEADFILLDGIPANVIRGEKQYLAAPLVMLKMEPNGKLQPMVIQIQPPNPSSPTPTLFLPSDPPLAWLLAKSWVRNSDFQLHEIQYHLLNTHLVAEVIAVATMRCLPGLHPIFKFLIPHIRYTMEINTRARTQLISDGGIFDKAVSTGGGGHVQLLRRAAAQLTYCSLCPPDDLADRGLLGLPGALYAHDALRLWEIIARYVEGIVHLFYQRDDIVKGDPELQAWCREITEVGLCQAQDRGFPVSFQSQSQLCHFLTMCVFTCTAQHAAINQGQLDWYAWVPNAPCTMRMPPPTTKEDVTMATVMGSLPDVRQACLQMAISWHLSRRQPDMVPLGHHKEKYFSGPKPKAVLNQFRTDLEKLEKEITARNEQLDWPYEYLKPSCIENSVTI
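Purified human 12hLO at 150 nM in 25 mM Hepes, 0.01% Triton X-100, pH 7.0, preincubated 15 min at room temperature with compound. Reaction started with 40 uM arachidonic acid, 30 min at room temperature. Hydroperoxide measured by Fe-xylenol orange, 573/405 nm absorbance ratio.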
Pol kappa inh = blocks human DNA polymerase kappa activity; Q9UBT6; purified Pol kappa, fluorescent DNA synthesis assay, 10 min; Potency, µM (titrated, usually from 107 µM), for inactives: at the top dose activity, negative = inhibition, usual class: inhibitors; actives 0.53% (n = 400,000); AID 588579; further: potency means the concentration at half of the fitted maximal effect; on the % scale 0 is the no-effect control and ±100 the full control effect
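10 nM Pol kappa preincubated 15 min at room temperature with compounds, then reaction started with substrate at 50 nM final. Fluorescence read kinetically at 0 and 10 min; buffer-only wells served as negative control.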
Anesthetic bind = binds horse apoferritin like a general anesthetic; apoferritin/1-aminoanthracene competitive binding, fluorescence; Potency, µM (doses to about 77.5 µM), for inactives: top-dose activity change, negative = displacement, most hits filed as inhibitors; actives 0.074% (n = 350,000); AID 485281; further: potency means the concentration at half of the fitted maximal effect; on the % scale 0 is the no-effect control and ±100 the full control effect; nearly all actives have a fitted effect of over 20% in size
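Horse-spleen apoferritin (10 uM) in 50% saturated 1-aminoanthracene in PBS was incubated 10 min at room temperature with compound. Fluorescence (ex 380, em 535 nm) was normalized to free and bound 1-AMA, with concentration-response fitted by a four-parameter Hill equation.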
POLB inh = blocks human DNA polymerase beta activity. P06746. Pol beta primer extension/strand displacement, fluorescence kinetic. Potency, µM (titrated, usually from 114 µM), without a hit: top-dose activity change, negative = inhibition, hits mostly inhibitors. actives 1.3% (n = 340,000). AID 485314; further: potency means the concentration at half of the fitted maximal effect; on the % scale 0 is the no-effect control and ±100 the full control effect
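Pol beta (10 nM) and compounds were preincubated 15 min at room temperature, then 50 nM substrate (final) started primer extension/strand displacement. Reads were taken at 0 and 10 min; concentration-response data were fitted to a four-parameter Hill equation.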
APE1 inh = APE1 (human) endonuclease inhibition | P27695 | recombinant APE1, TAMRA/BHQ-2 abasic DNA cleavage fluorescence | Potency, µM (titrated, usually from 65.8 µM), without a hit: at the top dose activity change, negative = inhibition, most hits filed as inhibitors | actives 0.35% (n = 350,000) | AID 2517;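 further: potency means the concentration at half of the fitted maximal effect; plate controls were vehicle for no effect and reference inhibitor for full effect; nearly all actives have a fitted effect of over 55% in size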
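APE1 at 0.75 nM preincubated 15 min at room temperature with compound. Reaction then started with 50 nM double-stranded THF-abasic substrate labelled with TAMRA/BHQ-2, and 525/598 nm fluorescence read kinetically. Activity taken as third-minus-first read difference, normalized to DMSO and NSC13755 controls.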
BLM helicase inh = blocks DNA unwinding by human BLM helicase. P54132. AID 2528. actives 0.2% (n = 350,000). recombinant BLM DNA unwinding, fluorescence dequenching. Potency, µM (highest dose often 56.1 µM), inactives show at the top dose activity change, negative = inhibition, hits mostly inhibitors;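 further: potency means the concentration at half of the fitted maximal effect; plate controls were vehicle for no effect and no enzyme for full effect; nearly all actives have a fitted effect of over 35% in size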
ERG-DNA inh = inhibitors of human ERG Ets domain-DNA interaction; P11308; fluorescence polarization, His-ERG Ets domain / labelled DNA; Potency, µM (titrated, usually from 76.9 µM), inactives show top-dose FP activity, negative = inhibition, actives largely listed as inhibitors; actives 0.028% (n = 370,000); active means well fitted inhibition curve with a large enough effect in the polarisation, with a control signal flat; inconclusive means small, poorly fitted or top-dose-only effect, or effect the other way, or a change in a side signal; inactive means no such curve, though single readings can be large or run the other way; the % refers to the polarisation;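 further: polarization taken with two DNA probes labelled with fluorescein and Texas red; potency means the concentration at half of the fitted maximal effect; % of control where 0% means no effect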
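His-tagged ERG Ets domain (1 uM in the protein solution; 300mM KCl, 50mM Tris-HCl, 1mM EDTA, 1mM DTT, pH 7.5) received compound, then a probe mix of 5 nM fluorescein-DNA and 100nM Texas-615-DNA. Fluorescence polarization was read for both dyes.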
* hit, by the source's call; ? = inconclusive; nt = not tested or not shown; & = joins results of further samples; [ ] = another dose, or the depositor's remark. Unless noted, the call rests on the fitted dose curve; in most records, active means well fitted curve in the direction sought with a large enough effect; inconclusive means small, poorly fitted or top-dose-only effect, or another doubt; inactive means no such curve, though single readings can be large; an effect the other way counts as inactive or inconclusive. Not all compounds are listed. The share of hits here may be higher or lower than overall.

Sample of the layout:
SMILES | TRHR ag | POLI inh | 12-LOX inh | Pol kappa inh | Anesthetic bind | POLB inh | APE1 inh | BLM helicase inh | ERG-DNA inh
Cc1cccc(NC(=O)c2ccc(OCc3c(C)noc3C)cc2)c1 | -0.5 | 17% | -3% | -6% | nt | nt | -9% | nt | 14%
CCC(=O)N1CCN(c2ccc(NC(=S)NC(=O)c3ccc(OC)c([N+](=O)[O-])c3)cc2)CC1 | 0.7 | 24% | 0% | -6% | ? | -1% | 17% | -1% | -5%
COC(=O)C1=C(C)NC(C)=C([N+](=O)[O-])[C@@H]1c1ccccc1C(F)(F)F | nt | nt | ? | -11%[60.1 µM] | -10% | nt | -4%&-6% | -5%&-8% | nt

All compounds of this part, from the first entry:
SMILES | TRHR ag | POLI inh | 12-LOX inh | Pol kappa inh | Anesthetic bind | POLB inh | APE1 inh | BLM helicase inh | ERG-DNA inh
Cc1cccc(NC(=O)c2ccc(OCc3c(C)noc3C)cc2)c1 | -0.5 | 17% | -3% | -6% | nt | nt | -9% | nt | 14%
CCC(=O)N1CCN(c2ccc(NC(=S)NC(=O)c3ccc(OC)c([N+](=O)[O-])c3)cc2)CC1 | 0.7 | 24% | 0% | -6% | ? | -1% | 17% | -1% | -5%
COC(=O)C1=C(C)NC(C)=C([N+](=O)[O-])[C@@H]1c1ccccc1C(F)(F)F | nt | nt | ? | -11%[60.1 µM] | -10% | nt | -4%&-6% | -5%&-8% | nt
CN1CCN(NC(=O)CSc2ccc(Cl)cc2Cl)CC1 | -1.0 | 27% | -4% | 9%[60.1 µM] | -2% | 8% | -6% | 2% | 4%
N#Cc1c(C(F)(F)F)cc(C2CC2)nc1N1CCCC1 | -0.6 | 10% | 4% | -6% | -9% | 37% | -1% | 2% | 3%
Cc1ccccc1CSc1nnc(-c2ccncc2)o1 | -0.6 | 24% | 1% | -4% | ? | -3% | 6% | -3% | 4%
CCNC(=S)N/N=C1\CCCCc2ccccc21 | 0.0 | ? | ? | 1% | 6% | 46% | 19% | 0% | -20%
CCCc1cc(=O)[nH]c(SCC(=O)Nc2sc3c(c2C#N)CCC(C)C3)n1 (stereo not drawn) | -0.3 | 50µM* | 40µM* | 79µM* | ? | 18µM* | -2% | -19% | -2%
O=S(=O)(NC1CCCCC1N1CCN(c2ccc(F)cc2)CC1)c1ccccc1 (stereo not drawn) | 0.7 | -27% | 5% | -19% | 0% | -16% | -26% | -7% | 1%
COCCN(C(=O)c1cc(-c2ccc(F)cc2)nc2ccccc12)c1c(N)n(CC(C)C)c(=O)[nH]c1=O | nt | 16% | 322%[activator] | -6% | nt | nt | nt | nt | -1%
CCOC(=O)c1cc(CC)sc1/N=C/C1=C(O)CC(C)(C)CC1=O | -1.1 | -25% | -6% | -11% | -5% | 53% | 11% | 1% | -12%
Cc1[nH]nc2c1C(c1ccco1)C(C#N)=C(N)O2 (stereo not drawn) | -0.5 | -7% | -4% | -16% | -5% | 4% | -1% | 2% | 1%
Cc1cc(C)cc(N(CC(=O)NC(C)(C)C)C(=O)CCC(=O)Nc2nccs2)c1 | 0.3 | 15% | 0% | 12% | -9% | 10% | 0% | -2% | 0%
CCc1nnc(NC(=O)C(c2ccccc2)c2ccccc2)s1 | -1.1 | 39%[activator] | -6% | -12% | 3% | 0% | 42%[activator] | -5% | 1%
CCn1c(Cc2ccc(OC)cc2)nnc1SCC(=O)Nc1ccc(N2CCOCC2)cc1 | -1.4 | 144%[activator] | -3% | -22% | -11% | 43% | 14% | -3% | -12%
O=C(C1CCN(S(=O)(=O)c2cccnc2)CC1)N1CCCCC1 | 0.8 | 14% | 4% | -5% | -8% | 7% | 1% | 0% | nt
CCN(CC(=O)NC(C)(C)C)C(=O)c1ccccc1SCC(=O)NC1CCCCCCC1 | -0.6 | 24% | 5% | -6% | -22% | -2% | -22% | -5% | -9%
CCc1ccccc1NC1=NCC(=O)N1Cc1ccc2c(c1)OCO2 | 0.1 | ? | ? | -3% | 1% | 13% | 5% | 1% | 6%
CCOC(=O)C1CCN(CCCSc2ccccc2)CC1 | nt | 18% | 0% | 2% | nt | nt | nt | nt | 10%
NC1=NC2(CCCCC2)N(c2ccc(F)cc2F)C(N)=N1 | 0.7 | -11% | -5% | -14% | -2% | 6% | 5% | -1% | -6%
COc1ccccc1NC(=S)N(Cc1ccco1)Cc1cc2ccc(C)c(C)c2[nH]c1=O | 0.1 | 13% | ? | -4% | -3% | 17% | 12% | -6% | 2%
CC1(C(=O)NC2CCCCCCC2)CCC(=O)N1Cc1ccco1 (stereo not drawn) | -0.3 | ? | -9% | -5% | -7% | 3% | -9% | -1% | 0%
Cc1noc(C)c1COc1ccccc1C(=O)NCCc1ccc(Cl)cc1 | -1.9 | 21% | ? | -7% | nt | nt | -20% | nt | 0%
COC(=O)CCc1ccc(OCC(O)CNC(C)C)cc1 (stereo not drawn) | nt | -9% | -1% | -11% | nt | nt | nt | nt | -10%
Cc1nn(-c2ccccc2)c(C)c1/C=N/N1CCN(Cc2ccccc2)CC1 | nt | nt | nt | 0%[60.1 µM] | ? | nt | -2% | -8% | nt
COc1ccc(OCC(=O)N/N=C(\C)c2cc3ccccc3o2)cc1 | -0.3 | 5% | 11% | -17% | ? | 29% | -3% | 1% | 4%
O=C(CSc1nc2sc3c(c2c(=O)[nH]1)CCCC3)NCCO | -0.2 | -8% | -19% | 10% | 4% | 1% | -8% | 3% | -16%
Cc1ccc(C(C)C)c(OCCSc2nc3ccccc3n2CC(O)CO)c1 (stereo not drawn) | 0.1 | 4% | ? | -22% | -5% | -14% | nt | -7% | 55%[activator]
O=S(=O)(NCc1ccc(F)cc1)c1ccc(-n2cccn2)cc1 | 0.4 | 15% | ? | -5% | -15% | 6% | 0% | -3% | -10%
O=C(COc1ccccc1)OCC(=O)c1ccc(S(=O)(=O)N2CCCCC2)cc1 | 0.2 | 5% | 222%[activator] | -10% | nt | nt | 8% | nt | 7%

Shown as tab-separated lines: part of the list above
Compound	TRHR ag	POLI inh	12-LOX inh	Pol kappa inh	Anesthetic bind	POLB inh	APE1 inh	BLM helicase inh	ERG-DNA inh
Cc1ccc(C(C)C)c(OCCSc2nc3ccccc3n2CC(O)CO)c1 (stereo not drawn)	0.1	4%	?	-22%	-5%	-14%	nt	-7%	55%[activator]
CCc1nnc(NC(=O)C(c2ccccc2)c2ccccc2)s1	-1.1	39%[activator]	-6%	-12%	3%	0%	42%[activator]	-5%	1%
Cc1cccc(NC(=O)c2ccc(OCc3c(C)noc3C)cc2)c1	-0.5	17%	-3%	-6%	nt	nt	-9%	nt	14%

Following part:
SMILES | TRHR ag | POLI inh | 12-LOX inh | Pol kappa inh | Anesthetic bind | POLB inh | APE1 inh | BLM helicase inh | ERG-DNA inh
COc1ccc2[nH]cc(CCNc3ncncc3-c3ccccc3Cl)c2c1 | nt | nt | -30% | 1%[60.1 µM] | nt | nt | 8% | 3% | nt
Cc1ccc(NC(=O)N2CCN(C/C=C/c3ccccc3)CC2)cc1 | -1.1 | 9% | 0% | -6%[60.1 µM] | -3% | 3% | 3% | -3% | 3%
CCCC(=O)Nc1ccc(C(=O)Nc2cccc(OC)c2)cc1 | 0.5 | 25% | 14% | 3% | 0% | ? | 3% | -10% | 9%
O=C(CSc1ccc(F)cc1)Nc1cccc(S(=O)(=O)N2CCOCC2)c1 | nt | 53%[activator] | ? | -20% | nt | nt | 10% | nt | -1%
Cc1nsc(N)c1C(=O)O | 0.9 | -7% | 0% | -8% | 2% | -11% | -2% | 2% | 9%
COC(CN1C(=O)C(O)=C(C(C)=O)C1c1ccccn1)OC (stereo not drawn) | -0.3 | -2% | ? | -23% | -5% | -10% | -5% | -2% | 1%
Cc1ccc(CN2CCNC(=O)C2CC(=O)N(C)CCc2ccccc2)cc1 (stereo not drawn) | -1.0 | ? | 5% | -3% | -11% | 36% | -8% | -7% | 3%
CCOC(=O)COc1ccc(C(=O)c2ccccc2)c(O)c1 | -0.9 | ? | ? | 3% | ? | 12% | 7% | -4% | 5%
O=C(NCCNc1nccc(C(F)(F)F)n1)c1cccs1 | -0.2 | 24% | 180%[activator] | 12% | 4% | 1% | 0% | -3% | -7%
CCOC(=O)C(NC(C)=O)(NC(C)C)C(F)(F)F (stereo not drawn) | 0.7 | -3% | 0% | 0% | 0% | 0% | -1% | 2% | 5%
O=C(NNC(=O)c1ccncc1)NC1CCCCC1 | -2.8 | 13% | 11% | -8% | -4% | 17% | -2% | 1% | -7%
CCOc1ccc(CNC(=O)C2Cc3cc(S(=O)(=O)N4CCCCCC4)ccc3N2C(C)=O)cc1 (stereo not drawn) | -0.9 | 26% | ? | 3% | 6% | 2% | nt | -13% | 2%
O=C(Nc1ccccc1)Nc1ccccc1C(=O)NCC1CC1 | -0.1 | -16% | 134%[activator] | -1% | -3% | 0% | -4% | -8% | 7%
Brc1cc(Cc2nnc(-c3ccccc3)o2)c(Br)s1 | 0.7 | 73%[activator] | 72%[activator] | -40% | -11% | -1% | -2% | -6% | 1%
Cc1cc(S(=O)(=O)N2CCN(Cc3noc(CCC(=O)N4CCCCC4)n3)CC2)ccc1F | -0.4 | 22% | -23% | -15% | 3% | 2% | nt | 0% | 2%
COc1ccc(CNC(=O)c2ccc3c(c2)NC(=O)C(C)S3)cc1 (stereo not drawn) | 0.0 | ? | ? | -4% | -5% | ? | -2% | -14% | 18%
